# Screens deposited in PubChem BioAssay by National Center for Advancing Translational Sciences (NCATS).
# TDP1 block: qHTS Assay for Inhibitors of Tyrosyl-DNA Phosphodiesterase (TDP1) | recombinant TDP1, AlphaScreen DNA substrate cleavage | Potency, µM (highest dose often 130 µM), for inactives: at the highest dose activity change, negative = inhibition, usual class: inhibitors | actives 0.28% (n = 350,000) | AID 485290, 2010; also: nearly all actives have a fitted effect of over 40% in size
# Target sequence (Q9NUW8 whole entry, looked up): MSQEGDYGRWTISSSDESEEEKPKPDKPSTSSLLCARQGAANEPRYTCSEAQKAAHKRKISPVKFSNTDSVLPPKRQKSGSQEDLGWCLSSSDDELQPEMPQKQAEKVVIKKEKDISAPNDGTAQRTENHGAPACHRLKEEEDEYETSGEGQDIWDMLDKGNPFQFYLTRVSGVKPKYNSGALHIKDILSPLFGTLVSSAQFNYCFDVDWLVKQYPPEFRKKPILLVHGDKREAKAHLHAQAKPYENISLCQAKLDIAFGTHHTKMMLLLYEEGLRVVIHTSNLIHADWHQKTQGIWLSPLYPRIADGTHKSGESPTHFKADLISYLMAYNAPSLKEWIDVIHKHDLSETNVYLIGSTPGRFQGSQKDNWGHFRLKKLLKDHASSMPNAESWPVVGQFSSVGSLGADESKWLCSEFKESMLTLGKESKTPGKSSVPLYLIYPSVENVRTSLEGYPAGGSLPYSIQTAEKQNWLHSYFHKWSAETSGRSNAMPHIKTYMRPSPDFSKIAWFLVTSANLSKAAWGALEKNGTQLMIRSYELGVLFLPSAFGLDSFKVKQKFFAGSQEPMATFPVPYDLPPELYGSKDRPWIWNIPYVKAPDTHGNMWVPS
#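 Steps: enzyme plus compound, 15 min RT; add biotin/phosphotyrosine-FITC oligonucleotide (15 nM final), react 5 min; add donor/acceptor beads (10 ug/ml final), 10 min; read AlphaScreen. Tdp1 at 1 nM final.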
# FEN1 inhibitor: qHTS Assay for the Inhibitors of Human Flap endonuclease 1 (FEN1) | actives 0.35% (n = 390,000) | Recombinant FEN1 flap cleavage, fluorescence, 15 min | P39748 | Potency, µM (series often up to 114 µM), inactives show top-dose activity change, negative = inhibition, usual class: inhibitors | AID 588795, 2011; also: nearly all actives have a fitted effect of over 65% in size
# Target sequence (P39748 whole entry, looked up): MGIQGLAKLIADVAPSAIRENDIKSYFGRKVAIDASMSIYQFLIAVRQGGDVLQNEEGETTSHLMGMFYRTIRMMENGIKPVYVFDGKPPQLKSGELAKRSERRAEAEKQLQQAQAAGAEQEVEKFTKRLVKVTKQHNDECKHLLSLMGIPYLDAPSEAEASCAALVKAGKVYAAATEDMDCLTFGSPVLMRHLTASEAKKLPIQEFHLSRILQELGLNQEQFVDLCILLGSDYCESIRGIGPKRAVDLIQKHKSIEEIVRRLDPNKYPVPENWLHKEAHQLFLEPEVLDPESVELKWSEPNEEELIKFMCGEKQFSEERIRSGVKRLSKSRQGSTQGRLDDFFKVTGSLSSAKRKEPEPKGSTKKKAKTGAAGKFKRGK
#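 Quantitative HTS format: each compound was titrated, incubated with 10 nM nuclease for 15 min at room temperature, then challenged with flap substrate at 50 nM final. Signal change over 15 min gave concentration–effect curves.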
# N370S GC mod: qHTS Assay for Inhibitors and Activators of N370S glucocerebrosidase as a Potential Chaperone Treatment of Gaucher Disease | N370S GC spleen homogenate, 4MU-glucoside fluorescence | Potency, µM (series often up to 59.4 µM), for the others: at the top dose activity change, negative = inhibition, usual class: inhibitors | actives 0.092% (n = 330,000) | AID 2101, 2009;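 also: 0% = full enzyme activity and -100% = no enzyme basal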
# Starred values were filed as active, the others as inactive; ? = inconclusive; / = no result given; & = joins results of further samples; [ ] = dose if it differs, or a comment. Calls follow the shape of the dose curve; as a rule, active = well fitted curve in the direction sought with a large enough effect; inconclusive = small, poorly fitted or top-dose-only effect, or another doubt; inactive = no such curve, though single readings can be large; an effect the other way counts as inactive or inconclusive. Unless noted, % is scaled to controls: 0 for no effect and ±100 for the full control effect; potency is read from the fitted curve at half-maximal effect. Rows are unselected; overall some 0.57% were active at least once.
# Start of the data: the first 3 compounds, ahead of the listing:
Compound	TDP1 block	FEN1 inhibitor	N370S GC mod
Cc1c(NC(=O)c2cc(-c3cccc(Cl)c3)on2)c(=O)n(-c2ccccc2)n1C	3%&7%	11%&-2%	0%
CCOc1ccc(CNCCc2ccc(S(N)(=O)=O)cc2)cc1	-5%	12%	-6%
CCN(CC)S(=O)(=O)c1cc(NC(=O)CSc2nnc(N)s2)ccc1C	1%	-2%	/

# The whole of this part, previewed entries included:
Compound	TDP1 block	FEN1 inhibitor	N370S GC mod
Cc1c(NC(=O)c2cc(-c3cccc(Cl)c3)on2)c(=O)n(-c2ccccc2)n1C	3%&7%	11%&-2%	0%
CCOc1ccc(CNCCc2ccc(S(N)(=O)=O)cc2)cc1	-5%	12%	-6%
CCN(CC)S(=O)(=O)c1cc(NC(=O)CSc2nnc(N)s2)ccc1C	1%	-2%	/
COc1ccccc1NS(=O)(=O)c1ccc(C(=O)NCc2ccc(S(N)(=O)=O)cc2)cc1	3%	13%	/
O=C(C1CCC1)N1CCc2cc(S(=O)(=O)NCc3cccnc3)ccc21	4%	-4%	12%
COc1ccc(CCNC(=O)CN(c2ccc(OC)cc2)S(C)(=O)=O)cc1	-2%	5%	5%
CCC(=O)N1CCc2cc(S(=O)(=O)CCC(=O)NCc3ccccc3Cl)ccc21	0%	-3%	/
COc1ccc(S(=O)(=O)NCCC(=O)NC(C)c2ccccc2)cc1 (configuration not stated)	-2%	-7%	-1%
O=C(CCCc1nc(-c2ccccc2)no1)Nc1cccnc1	3%	0%	5%
O=C(c1ccc([N+](=O)[O-])cc1)N1CCN(c2ncc(Br)cn2)CC1	/	0%	0%
CCS(=O)(=O)N1CCCC(C(=O)NCCCOC)C1 (configuration not stated)	0%	-2%	5%
CCOC(=O)c1cnn(-c2ccc([N+](=O)[O-])cc2)c1N	1%	-3%	2%
COc1ccccc1CCc1nnc(CCC(=O)NCC(C)Oc2cccnc2)o1 (configuration not stated)	-3%	-1%	4%
COc1ccccc1NC(=S)NC(=O)CC(C)C	2%	-15%	-18%
CC(C)n1cnc2c(Nc3ccc(F)c(Cl)c3)nc(NCCO)nc21	/	-17%	-2%
Cc1ccc(C(C(=O)NCc2ccc(F)cc2)N(Cc2ccco2)C(=O)c2snc(C(N)=O)c2N)o1 (configuration not stated)	6%	6%	-1%
CCOc1ccc2[nH]c(=O)c(CN(Cc3ccco3)C(=O)c3cccc(F)c3)cc2c1	2%	-7%	12%
Cn1c(SCC(=O)N/N=C/c2cccnc2)nnc1-c1ccccc1	/	3%	-1%
CN(C)/C(=N\S(=O)(=O)c1ccc(Br)cc1)c1ccccc1	/	0%	-1%
Clc1ccc(-c2nnc(C3CCCCC3)o2)cc1	-6%	-2%	18%

Compound	TDP1 block	FEN1 inhibitor	N370S GC mod
CC(=O)N1N=C(c2ccc(C(C)(C)C)cc2)OC1(C)C	/	-11%	-3%
C=CCN1c2ccccc2[C@]23C[C@@H](C(=O)OC)N(C(=O)NCCC)C2=NC(C(=O)OC)=C(C(=O)OC)[C@H]13	6%	8%	-2%
COc1ccccc1CN(Cc1ccco1)S(=O)(=O)c1ccc(-n2cnnn2)c(OC)c1	5%	-4%	7%
O=C(Cc1ccc2c(c1)OCCO2)N1CCN(S(=O)(=O)c2cccc(C(F)(F)F)c2)CC1	6%	15%	-15%
CN1CCCN([C@@H](c2ccccc2)c2ccc(Cl)cc2)CC1	13%[21 µM]	/	0%[21.6 µM]
O=C1COc2ccc(S(=O)(=O)CCC(=O)NC3CCCCC3)cc2N1	0%	-15%	7%
O=C(O)c1cn(CCOc2ccccc2Cl)c2ccccc12	5%	-13%	5%
COc1ccccc1NC(=O)C(C)N1C(=O)C2CCCCC2C1=O (configuration not stated)	1%	-3%	/
COc1ccc(CC(=O)O/N=C(\N)Cc2cccc3ccccc23)cc1OC	4%	-9%	4%
NS(=O)(=O)c1ccc(NC(=O)CSc2nnc(C3CC3)n2C2CC2)cc1	-3%[56.1 µM]	-3%	/
CCc1nccn1S(=O)(=O)c1cc(Br)ccc1Br	3%	14%	/
COC(=O)COc1ccc(S(=O)(=O)Nc2ccc3c(c2)OCCO3)cc1Cl	4%	-20%	-5%
COCCN(CC(=O)Nc1cccc(C)c1C)C(=O)c1ccc2c(c1)OCO2	3%	5%	-9%
CC(C)OCCCNC(=O)c1ccc(CSc2nc3cccnc3n2Cc2ccccc2)cc1	8%	-13%	/
Oc1ccc(Nc2nc(N3CCCC3)c3ccccc3n2)cc1	7%	50µM*	-12%
CC(C)(C)c1csc(NC(=O)CSC2=NCCS2)n1	/	-12%	-1%
C=CCn1c(=NC(=O)c2ccco2)sc2cc(C(=O)OC)ccc21	0%	-11%	-17%
Cc1ccc(-c2noc(CN(C)C(=O)c3ccc(Br)o3)n2)cc1	/	13%	-12%
NCCCCCNC(=O)/C=N\O	-2%	9%	24%
CCOc1ccc(CCNC(=O)CN(C)S(=O)(=O)c2ccc3c(c2)CCC(=O)N3)cc1OCC	-1%	-6%	5%

Compound	TDP1 block	FEN1 inhibitor	N370S GC mod
CCn1c(-c2ccncc2)n[nH]c1=S	-1%	-4%	-3%
C#CCCOC(=O)N1C2=NC(C(=O)OC)=C(C(=O)OC)[C@@H]3N(C)c4ccc(OC)cc4[C@]23C[C@H]1C(=O)OC	6%[12.3 µM]	20%	-1%[12.8 µM]
Cc1cccc(N(C)S(=O)(=O)c2nnc(NC(=O)c3cccs3)s2)c1	6%	5%	/
COc1ccccc1-c1nc(SCC(=O)N(C)c2ccccc2)c2c(=O)n(C)c(=O)n(C)c2n1	-1%	-1%	-1%
O=[N+]([O-])c1ccc(/C=N/n2c(-c3ccccc3)n[nH]c2=S)cc1	/	-6%	3%
O=C(NCc1ccccc1F)c1cccc(NC(=O)N2CCSc3ncccc32)c1	6%	-3%	/
CCOC(=O)C1(Cc2cccc(OC)c2)CCN(CC(O)CO)CC1 (configuration not stated)	-3%	-8%	-13%
COc1ccc(N(C(=O)c2ccccc2OC)C2C=CS(=O)(=O)C2)c(OC)c1 (configuration not stated)	2%	26%	3%
CCc1ccccc1OCC(=O)Nc1ccc(F)c(S(=O)(=O)N2CCOCC2)c1	6%	-20%	-4%
COc1ccccc1CNC(=O)Cc1ccc(Br)cc1	-3%	1%	2%
C=CCNCc1ccccc1[N+](=O)[O-]	0%	-4%	-7%
CCN(CC)C(=O)c1ccc(S(=O)(=O)Cc2ccc(C)cc2)c([N+](=O)[O-])c1	/	-8%	-22%
CS(=O)(=O)c1ncc(Cl)c(C(=O)N2CCN(c3cccc(Cl)c3)CC2)n1	-2%	2%	/
Cc1nnc2n1NC(c1ccc(Cl)cc1)C(C(=O)N1CCC(C)CC1)S2 (configuration not stated)	4%	8%	1%
Cc1ccc(O/C=C2/Nn3c(nnc3-c3cc(-c4ccccc4)n[nH]3)S2)cc1	2%	0%	/
Cc1ccc2[nH]c(=O)c(COC(=O)C3CCCCC3)cc2c1	-1%	6%	27%
CCN(C(=O)c1cn(CC(C)C)c(=O)c2cc(OC)c(OC)cc12)c1cc(OC)ccc1OC	3%	-6%	/
CCCCn1c(N)c(N(CCOC)C(=O)CN(C)S(=O)(=O)c2ccc(C)cc2)c(=O)[nH]c1=O	/	-4%	-3%
CN(CC(=O)Nc1ccccc1Cl)C(=O)CSc1nnc(N)s1	/	0%	0%
COc1ccc(Cc2nc3ccccc3n2C)cc1	0%	1%	9%

Compound	TDP1 block	FEN1 inhibitor	N370S GC mod
COc1ccc2c(/C=N/Nc3ccc(C(=O)O)cc3)c[nH]c2c1	/	-13%	-22%
Cc1ccc(C(=O)NC2CCCc3ccccc32)o1 (configuration not stated)	9%	-5%	8%
COc1ccc(Cl)cc1N(CC(=O)Nc1ccccc1C(=O)N1CCCC1)S(C)(=O)=O	2%	3%	-3%
C(=N/Nc1nccs1)/c1cccnc1	3%	0%	-17%
Cc1cc(S(=O)(=O)N2CCOCC2)ccc1OCC(=O)Nc1ccc(Br)cc1F	0%	-17%	-2%
Cc1ccc(N2CC(c3nnc(NC(=O)c4ccco4)s3)CC2=O)cc1Cl (configuration not stated)	7%	1%	/
COc1cc(C(C)=O)ccc1COc1ccc(C(=O)OCC(=O)NC(C)(C)C)cc1OC	1%	-14%	5%
CCN1C(=O)[C@H]2[C@@H](c3ccc(C)cc3)N3C(=O)N(c4ccccc4)C(=O)[C@@]3(CC)[C@H]2C1=O	/	-3%	4%
COCCCN1C(=O)C(=O)/C(=C(/O)c2ccc(S(=O)(=O)N3CCOCC3)cc2)C1c1ccc(C(C)C)cc1 (configuration not stated)	5%	8%	-2%
O=C(N/N=C\c1ccc(Cl)s1)c1ccc(Cn2cccn2)o1	5%	0%	-6%
N#CCNC(=O)C1CC(=O)N(CCc2ccc(F)cc2)C1 (configuration not stated)	/	-4%	-4%
N#C/C(=N\Nc1ccc(Cl)c(Cl)c1)C(=O)C1CC1	/	-11%	0%
Cc1cc2c(n1-c1ccc(Cl)cc1)CC(C)(C)CC2=O	4%	-2%	16%
O=C1c2ccccc2-c2cccc(C(=O)N3CCN(C(=O)c4ccccc4)CC3)c21	5%	14%	3%
COc1cc(C(=O)Nc2nnc(C(F)(F)F)s2)c([N+](=O)[O-])cc1OC	3%	3%	6%
Cc1ccc(SCCC(=O)Nc2nccs2)cc1	-1%	-1%	?
COC(=O)c1ccccc1NC(=O)c1ccccc1SC	/	-10%	12%
CC(=O)c1cccc(NC(=O)c2ccc(N(C)S(C)(=O)=O)cc2)c1	5%	-2%	3%
OCCN(Cc1ccccc1)Cc1ccc(F)c(F)c1	-5%	-2%	2%
CCOC(=O)c1c(NC(=O)c2ccccc2N(C)S(=O)(=O)c2ccccc2)sc2c1CCCC2	-3%	-15%	30%

# Some of these compounds in order of formula weight, ascending:
Compound	TDP1 block	FEN1 inhibitor	N370S GC mod
Cc1ccc(SCCC(=O)Nc2nccs2)cc1	-1%	-1%	?
COc1cc(C(=O)Nc2nnc(C(F)(F)F)s2)c([N+](=O)[O-])cc1OC	3%	3%	6%
CCN1C(=O)[C@H]2[C@@H](c3ccc(C)cc3)N3C(=O)N(c4ccccc4)C(=O)[C@@]3(CC)[C@H]2C1=O	/	-3%	4%

# The list goes on.
Compound	TDP1 block	FEN1 inhibitor	N370S GC mod
Cc1ccc(-c2c[n+](CC(=O)Nc3cc(=O)n(C)c(=O)n3C)c3n2CCC3)cc1	3%	-3%	-7%
CCCC(=O)Nc1cc2c3c(c1)C(C)C(=O)N3CCC2 (configuration not stated)	1%	-8%	-2%
C(=C\c1nc2ccccc2[nH]1)/c1ccccc1	5%	-5%	7%
CCc1ccccc1NS(=O)(=O)c1cccc2nsnc12	/	-16%	0%
Cc1ccc([N+](=O)[O-])cc1N=Cc1ccc(Br)s1	6%	-1%	12%
CCc1ccccc1OCC(=O)OCC(=O)c1c(N)n(C)c(=O)n(C)c1=O	2%	10%	11%
CN(CC(=O)NNC(=O)Cc1ccccc1F)S(=O)(=O)c1ccc(Cl)cc1	7%	-4%	0%
CCCn1nc(NC(=O)c2ccco2)c2cc3ccc(C)cc3nc21	-3%	-9%	6%
Cc1ccc(Cn2c(SCc3ccc(C(=O)NC4CCCC4)cc3)nc3ccncc32)cc1	8%	0%	/
CCN(CC)c1ccc(C2C3CCCCC3(O)CCN2CC(=O)Nc2ccccc2)cc1 (configuration not stated)	10%	-23%	-14%
CCC(NC(=O)c1cc(COc2ccc(F)c(F)c2)on1)c1ccncc1 (configuration not stated)	/	-3%	-6%
COc1cc(/C=N/N2CCCCC2)cc(OC)c1O	/	-9%	-10%
Cn1nccc1C(=O)N/N=C/c1ccccc1[N+](=O)[O-]	/	-1%	-3%
O=C1CC(N2CCN(Cc3ccc4c(c3)OCO4)CC2)C(=O)N1c1ccccc1 (configuration not stated)	-8%	-8%	7%
Cc1c(Br)cc(C(=O)N2CCN(CCO)CC2)c(C)c1C	2%	0%	0%
Cc1cc(C)nc(NC(=O)c2cccs2)n1	/	-8%	-13%
COCCN(C(=S)Nc1cccc(C)c1)C(C)c1cccnc1 (configuration not stated)	3%	3%	-3%
Cc1nn(CCC#N)c(NC(=O)c2ccccc2)c1P(=O)(Nc1ccc(Br)cc1)N1CCOCC1 (configuration not stated)	2%	-13%	-1%
Cc1cc(C)cc(OC(=O)c2cccnc2)c1	1%	1%	-2%
COc1ccc(OC)c(NS(=O)(=O)c2cccs2)c1	0%	-12%	-5%
CCN(C(=O)COc1ccc(F)cc1Br)c1c(N)n(Cc2ccccc2)c(=O)[nH]c1=O	0%	-12%	/
O=C(COC(=O)COc1ccc(Cl)cc1Br)NC1CCCCCC1	1%	-25%	/
